Mtb FBA inh – Mtb fructose-bisphosphate aldolase inhibition; P9WQA3; purified M. tuberculosis FBA, fluorescence read-out; inhibition, % at 1 µM; hit rate 2.3% among 360,000; in the data active means inhibition above about 27%;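 further: 0% = vehicle and 100% = reference inhibitor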
Target sequence (P9WQA3 whole entry, looked up): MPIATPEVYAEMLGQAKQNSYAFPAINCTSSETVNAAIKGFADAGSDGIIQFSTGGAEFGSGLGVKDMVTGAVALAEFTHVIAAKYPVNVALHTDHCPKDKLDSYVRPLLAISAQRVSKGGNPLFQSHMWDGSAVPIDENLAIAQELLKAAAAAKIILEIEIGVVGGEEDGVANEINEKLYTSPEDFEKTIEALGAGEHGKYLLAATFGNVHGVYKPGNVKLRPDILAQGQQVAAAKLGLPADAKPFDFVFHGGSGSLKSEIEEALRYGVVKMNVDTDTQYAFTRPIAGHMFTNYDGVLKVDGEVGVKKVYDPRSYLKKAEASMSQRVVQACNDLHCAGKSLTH
PfHsp40 yeast – restores yeast growth despite PfHsp40 toxicity | growth rescue, % at 12.5 µM | S. cerevisiae expressing PfHsp40, growth rescue, ATP luminescence | AID 504582 | hit rate 0.68% among 340,000; in the data active means growth rescue above about 28%, passing the limit was not always enough; inconclusive means no clear call, values can overlap the other calls;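 further: yeast W303a lacking pdr1 and pdr3 grown in galactose medium; growth measured after three days at 30 °C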
FadD28 binding – M. tuberculosis FadD28 bisubstrate binding inhibition; FadD28 bisubstrate probe binding, fluorescence polarization; inhibition, % at 12.5 µM; hit rate 0.22% among 360,000; in the data active means inhibition above about 8.5%, passing the limit was not always enough; inconclusive means no clear call, values can overlap the other calls
BoNT-A LC inh2 – BoNT A light chain protease inhibition; inhibition, % at 10 µM; multiplex microsphere protease substrate cleavage, flow cytometry; AID 588499; hit rate 0.17% among 360,000; further: plate controls were buffer without enzyme for full effect and enzyme alone for no effect
BioA inh – inhibitors of Mycobacterium tuberculosis BioA enzyme | inhibition, % at 9.99 µM | purified M. tuberculosis BioA enzyme, plate reader | hit rate 0.096% among 360,000; in the data active means inhibition above about 40%; inconclusive means no clear call, values can overlap the other calls
Anthrax LF prot – anthrax lethal factor protease inhibition; AID 588501; inhibition, % at 10 µM; hit rate 0.12% among 360,000; multiplex microsphere protease cleavage assay, LF; further: plate controls were buffer without enzyme for full effect and enzyme alone for no effect
GDH-TPI counter – inhibits GDH-TPI coupling enzymes, artifact for Mtb FBA screen; inhibition, % at 4.8 µM; AID 588335; GDH-TPI coupled enzyme counterscreen, NADH absorbance; hit rate 1.2% among 360,000; in the data active means inhibition above about 30%;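 further: 0% = DMSO wells and 100% = wells lacking the enzyme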
Mtb UGM inh – Mtb UDP-galactopyranose mutase inhibition; P9WIQ1; inhibition, % at 10 µM; hit rate 0.06% among 320,000; purified UGM, fluorescence polarization probe displacement; AID 504406; in the data active means inhibition above about 10%, passing the limit was not always enough; inconclusive means no clear call, values can overlap the other calls
Target sequence (P9WIQ1 whole entry, looked up): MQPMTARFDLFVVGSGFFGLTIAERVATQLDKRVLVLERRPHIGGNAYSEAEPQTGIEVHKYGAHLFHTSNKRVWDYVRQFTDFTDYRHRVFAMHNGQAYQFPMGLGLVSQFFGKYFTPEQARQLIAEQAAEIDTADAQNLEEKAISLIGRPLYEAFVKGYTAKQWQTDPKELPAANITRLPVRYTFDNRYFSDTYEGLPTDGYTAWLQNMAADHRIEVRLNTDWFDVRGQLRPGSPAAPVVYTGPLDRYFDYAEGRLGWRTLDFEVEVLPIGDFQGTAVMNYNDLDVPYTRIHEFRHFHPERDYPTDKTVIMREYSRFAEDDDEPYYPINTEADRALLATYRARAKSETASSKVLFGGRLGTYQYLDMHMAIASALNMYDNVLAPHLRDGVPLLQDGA
BoNT F protease – blocks Botulinum neurotoxin F light chain protease; Multiplex microsphere protease cleavage assay, flow cytometry; AID 588497; inhibition, % at 10 µM; hit rate 0.22% among 360,000; in the data active means inhibition above about 35%, passing the limit was not always enough; inconclusive means no clear call, values can overlap the other calls; further: plate controls were buffer without enzyme for full effect and enzyme alone for no effect
* marks the source's active call; other numbers are inactive results; ? = inconclusive; / = no result given; + = active, no number; & = joins results of further samples. Unless noted, no stated cut-off is given here; in the data, active means inhibition above about 30%; inconclusive means no clear call, values can overlap the other calls; inactive means below that.

SMILES	Mtb FBA inh	PfHsp40 yeast	FadD28 binding	BoNT-A LC inh2	BioA inh	Anthrax LF prot	GDH-TPI counter	Mtb UGM inh	BoNT F protease
Cn1nnnc1SCCNCc1ccc(Cl)cc1	2	-1.6	-0.7	?	/	-2	2	-0.8	-9
COc1ccc(C(=O)n2nc(-c3ccccc3)nc2N)cc1OC	4	-1.1	-1.6	-0.2	/	0	3	-1.9	-4
Cc1ccc(C(c2nnnn2CS(=O)(=O)c2ccc(C)cc2)N2CCCC2)cc1 (configuration not stated)	-2	-2.1	-1.7	-0.9	/	-1	-2	2.0	-9
CCCCC#Cc1ccc(C(=O)NNC(=O)Nc2ccccc2)o1	1	-0.5	0.5	?	/	13	0	-1.9	?
Cc1ccc(SCC(=O)Nc2ncc(C)s2)cc1	2	-1.3	-0.4	-1.6	0.2	-6	2	0.8	-6
C=C1CCN([C@H](C(=O)NCc2ccccc2)C(C)C)S(=O)(=O)c2ccccc21	6	-0.4	0.2	1.1	-1.4	3	11	-0.4	-3
Cc1ccc(N/C(C(Cl)=C(Cl)Cl)=C(/Cl)[N+](=O)[O-])c(C)c1	-1	0.0	?	-0.1	/	0	12	/	-6
Cc1cc(C)c(OCC(=O)OCC(=O)NCc2ccco2)c(C)c1	3	/	0.8	0.0	-3.2	-12	15	/	-1
COc1ccc(OCCOC(=O)c2cccc(-n3cnnn3)c2)cc1	3	2.6	-2.5	-1.0	1.3	0	-10	0.3	-3
Cc1ccccc1-n1c(O)c(C=Nc2ccc(N(C)C)cc2)c(=O)[nH]c1=O	-9	-1.7	-3.5	0.5	-1.4	-16	43*	-0.3	-4
COc1ccc(C(=O)COC(=O)c2c(C)noc2C)cc1Cl	4	-0.1	-0.9	0.9	1.3	-18	11	0.0	-3
O=C(NCCN1C(=O)C2C3C=CC(C3)C2C1=O)Nc1ccccn1 (configuration not stated)	3	-1.5	-1.8	-0.5	-0.8	-3	10	0.4	-1
CC(C)Oc1cccc(C(=O)NC(=S)Nc2cccnc2)c1	2	0.2	-1.5	0.7	/	-1	1	0.1	0
O=[N+]([O-])c1ccc(NN=Cc2ccccc2)nc1	-6	0.4	-2.3	0.0	/	-1	18	/	-5
C#CCN1C=CC(=O)[C@@H](OC(=O)Nc2ccc(Br)cc2)[C@H]1c1ccccc1Br	1	1.1	-17	-0.4	0.4	-2	19	/	1
CCn1c(-c2sc(-c3ccccc3)nc2C)n[nH]c1=S	6	-1.5	-2.6	-0.2	/	-12	5	2.5	4
O=c1[nH]c2c(s1)C(c1ccccc1)C1C3CCC(C3)C1S2 (configuration not stated)	-5	0.7	-2.8	-0.7	-1.6	0	-5	-1.2	-8
CCN(c1ccc(NC(=O)COC(=O)c2ccc(C)s2)cc1)C(C)C	2	1.2	2.7	-0.9	0.9	-5	1	-1.0	-6
O=C(/C=C/c1ccccc1)C1=C(O)C(=O)N(CCO)C1c1ccccc1[N+](=O)[O-] (configuration not stated)	-2	-1.0	0.3	1.7	/	-5	12	-1.1	-4
COCCCNC(=O)CCC(=O)NNc1nc2ccccc2c2nc(-c3ccccc3)nn12	0	0.5	-2.2	0.1	-0.4	1	-2	-0.1	5
COc1ccc(C2CC(c3ccccc3Cl)Nc3ncnn32)cc1OC (configuration not stated)	-1	0.0	-0.5	-1.1	13	-3	6	1.9	-3
COc1ccc(NC(=O)c2cc(S(=O)(=O)N3CCOCC3)ccc2C)cc1S(=O)(=O)N1CCCCC1	-2	-0.2	-2.4	0.0	-1.6	2	-3	/	3
COc1cc(NC(=O)CN2CCC(C)CC2)c(C)cc1[N+](=O)[O-]	-6	-2.1	-0.8	0.7	-0.7	-1	8	-0.6	-2
Cc1ccc(C(=O)NNC(=O)CSc2nnc(C(C)C)n2C)cc1	0	-0.3	-2.9	0.2	/	9	3	-0.8	-15
COc1ccc(-c2nn(-c3ccccc3)cc2/C=N/NC(=S)NC(C)C)cc1OC	-2	-0.5	-4.7	0.0	/	-1	10	0.6	-3
The results go on.
SMILES	Mtb FBA inh	PfHsp40 yeast	FadD28 binding	BoNT-A LC inh2	BioA inh	Anthrax LF prot	GDH-TPI counter	Mtb UGM inh	BoNT F protease
CCOC(=O)C1(C)CCN1C(=O)COc1ccc(C(C)(C)C)cc1 (configuration not stated)	-2	/	-4.5	-0.4	-0.4	9	7	/	-2
O=c1oc2cc(Cl)ccc2n1CSc1nc2ccccc2s1	-1	0.4	-6.6	0.6	/	2	-2	2.6	-2
CCCCN(C)C(=O)C1CCC(CNS(=O)(=O)c2ccc3c(c2)CC(C)N3C(C)=O)CC1 (configuration not stated)	2	1.0	-4.6	-0.1	-0.2	-1	-15	-1.0	-1
C[C@H](CO)N1C[C@H](C)[C@@H](CN(C)C)Oc2c(NC(=O)C3CC3)cccc2C1=O	4	-0.3	1.1	-0.1	-1.4&-1.5	-11	8	-1.2	1
COc1ccc(CN(Cc2nc3ccccc3c(=O)[nH]2)C(=O)NC2CCCCC2)cc1	-2	-1.1	-5.0	0.2	0.6	-4	0	4.7	3
COc1cccc(NC(=O)N2CCc3ccccc3C2)c1	-3	0.1	-2.3	1.4	1.3	-1	-6	2.4	8
COc1cccc(-c2nc(CS(=O)(=O)CC(=O)NC3CC3)c(C)o2)c1	2	2.3	-1.3	-1.4	-2.1	-1	2	0.2	4
CN(Cc1ccc(OC(F)F)cc1)C(=O)c1cccc(S(=O)(=O)N2CCN(c3ccccc3)CC2)c1	-2	2.8	-1.2	-0.5	1.7	-8	0	/	-1
COC(=O)c1ccc(Cl)cc1NC(=O)/C=C/c1ccc(C)o1	0	-0.2	-4.8	-0.2	/	-1	-3	-0.5	1
CCN(CC)C(=O)COc1ccc2oc(C)c(C(=O)OC(C)C)c2c1	6	0.8	-0.6	0.3	0.5	0	13	-1.0	3
NCCOc1ccccc1Cc1ccccc1	-1	-1.6	-6.2	0.1	1.9	4	8	2.4	-6
COc1ccc(NC(=O)C/C(C)=N/NC(=O)c2cnccn2)c(OC)c1	2	-0.9	0.0	-0.3	2.8	1	4	-0.8	-2
Cn1nnnc1SCC(=O)NCCCc1ccccc1	2	0.4	0.8	-2.4	-0.5	-2	10	1.2	-10
CS(=O)(=O)N(CC(=O)NCc1cccnc1)C1CCCCC1	-4	-1.6	-1.3	-1.2	/	-7	-4	2.8	-3
COc1cc(/C=N/NC(N)=O)ccc1OC(=O)c1cccs1	3	-0.4	-3.3	0.3	/	2	1	-1.8	-2
C/C(=N\NC(=O)CNC(=O)c1cccnc1)c1cccc(O)c1	3	-1.7	-0.2	0.6	-2.2	-2	6	-0.4	-3
COc1cc(-c2nc(-c3cccc(C)c3)no2)cc(OC)c1OC	7	9.7	2.0	?	-1.3	3	2	-1.3	43*
CCOC(=O)N1CCC(NC(=O)C2CCCN(S(C)(=O)=O)C2)CC1 (configuration not stated)	2	-0.1	0.5	-1.3	0.5	-3	4	1.7	-5
C=CC[n+]1c(C)csc1Nc1ccc(C)cc1	-2	15	-1.2	0.4	/	-2	1	1.6	-3
CCOc1ccccc1N1CCN(S(=O)(=O)c2cc(C)ccc2OC)CC1	0	0.7	-3.9	-0.7	/	-9	5	-1.5	-1
O=C(CNC(=O)c1cccnc1)N/N=C/c1ccc(O)cc1O	-2	-1.0	-1.2	1.8	-0.3	-2	17	0.7	-8
O=C(c1c(F)c(F)c(F)c(F)c1F)N1CCc2ccccc21	2	-0.6	1.0	-0.2	0.0	-1	4	-0.5	25
CCOCCn1c(SCc2cccc(C)c2)nc2c1c(=O)[nH]c(=O)n2C	0	1.3	-4.9	0.1	-1.2	-5	1	-0.6	2
Cc1c(C#N)c2ccccc2n1CC(=O)NC(C)c1ccccc1 (configuration not stated)	2	-0.9	-0.5	?	/	1	2	-1.3	4
CN(C(=O)C1CCN(S(=O)(=O)c2ccccc2[N+](=O)[O-])CC1)C1CCCCC1	2	-0.5	-1.0	0.1	-5.3	-6	9	-5.3	-4
(next part)
SMILES	Mtb FBA inh	PfHsp40 yeast	FadD28 binding	BoNT-A LC inh2	BioA inh	Anthrax LF prot	GDH-TPI counter	Mtb UGM inh	BoNT F protease
O=S(=O)(c1ccc(Br)cc1)c1nc(-c2ccco2)oc1NCC1CCCO1 (configuration not stated)	-3	-1.2	0.1	-0.4	/	-1	2	0.9	2
COc1ccc(/C=N/NC(=O)CCn2c3ccccc3c3ccccc32)cc1OC	-1	0.8	0.1	-1.6	/	2	20	-1.1	-15
Cn1c(C(=O)NCc2ccco2)cc2c(=O)[nH]c3ccccc3c21	10	-1.5	-0.1	0.0	-0.9	1	6	-2.7	7
c1ccc(CSc2ncnc3sccc23)cc1	2	3.5	-5.3	0.1	9.0	-2	-2	2.2	4
COc1ccc2[nH]c(=O)c(CN(C(=O)c3cccnc3)c3ccccc3C)cc2c1	13	0.0	-3.0	0.6	-0.8	8	22	-0.9	-2
CSc1ccc(CN(C)C(=O)c2ccc(S(=O)(=O)Nc3ccccc3)cc2)cc1	0	-1.4	-1.2	1.8	0.5	3	10	-0.8	3
Cc1ccc(NS(=O)(=O)c2ccc(Cl)s2)nc1	3	0.6	0.6	-1.7	1.3	1	-9	2.7	6
Cc1c(Cc2ccccc2)c(=O)oc2cc(O)ccc12	+	0.4	-4.3	0.4	2.0	0	27	1.2	-3
COc1ccc(CN2CCNC(=O)C2CC(=O)N(Cc2nccn2C)C(C)C)c(OC)c1 (configuration not stated)	3	-1.1	3.1	0.2	0.7	3	-2	-1.2	3
CC/C(Cc1ccccc1)=N\NC(=O)c1cc(C)oc1C	-1	-1.6	-1.9	-0.8	0.4	0	-4	-1.9	0
COc1cccc(C(=O)N(C)CC(=O)Nc2cccc3ccccc23)c1	2	-0.2	-1.1	-4.4	-4.4	-9	-1	1.1	-11
CCOC(=O)CN1N=C(/C=C/c2ccc(C(C)C)cc2)CCC1=O	1	4.9	-2.4	-0.3	/	-1	19	-0.5	-5
CCOC(=O)C1(Cc2cccc(OC)c2)CCCN(C(=O)c2ccccc2C)C1 (configuration not stated)	-4	-1.1	-4.6	-1.1	1.0	0	10	-3.0	-3
Cc1cc(C)nc(N/N=C/c2cccc(Cl)c2)n1	1	1.1	-0.7	-0.4	/	-5	14	-0.1	2
COc1ccc(NC(=O)COC(=O)c2ccc(-n3cnnn3)cc2)c([N+](=O)[O-])c1	2	0.1	-0.4	-0.4	0.3	2	9	0.4	-3
O=C(NC1CCCCC1)C(c1c(F)cccc1Cl)N(C(=O)c1csnn1)C1CC1 (configuration not stated)	7	1.0	-3.7	0.9	-0.3	-1	-15	-0.6	-4
COc1ccc(Nc2cc(C)nc(N)n2)cc1	1	-1.3	-1.1	1.8	-0.9	2	-2	-1.7	?
CC(Sc1ccccc1)C(=O)NN=C1CCCC1 (configuration not stated)	-1	1.8	-3.1	-0.9	-1.1	-3	-5	-3.4	-1
O=C(O)c1ccc(-n2nnnc2Oc2ccccc2C(=O)N2CCOCC2)cc1	-1	0.1	-2.5	0.4	-1.7	2	4	-3.5	-4
COc1cc(/C=N/NC(=O)c2sc3ccccc3c2Cl)ccc1OC(=O)c1ccc([N+](=O)[O-])cc1	5	0.3	0.6	1.0	-1.2	4	8	1.6	-4
Cc1ccc(C2c3c(-c4ccccc4O)n[nH]c3C(=O)N2Cc2ccncc2)cc1 (configuration not stated)	3	-0.6	-2.9	-0.9	5.4	1	4	1.5	9

Screening results from PubChem BioAssay.
